Screening results deposited in PubChem by National Center for Advancing Translational Sciences (NCATS).
a7 integrin act – activates integrin-mediated alleviation for muscular dystrophy; Potency, µM (top dose mostly 38.3 µM), without a hit: at the top dose activation, usual class: activators; alpha7betagal myoblasts, beta-gal FDG fluorescence, 48 h; AID 624291; 0.064% of 350,000 active;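 note: potency is the fitted concentration of half-maximal effect; 100% = response of the positive control SU9516; nearly all actives have a fitted effect of over 60% in size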
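Alpha7betagal+/- myoblasts (passage 13) were plated 16-24 hr, then exposed to compounds (1:260 dilution of DMSO stock) for 48 hours at 37C. After MPER lysis, β-galactosidase reporter activity was read as FDG fluorescence (ex 480/em 540) after 30 minutes.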
TSG101-PTAP inh – blocks PTAP/TSG101 interaction to inhibit HIV-1 budding; Fluorescence polarization, FITC-PTAP peptide / Tsg101 binding; Potency, µM (doses to about 115 µM), without a hit: at the top dose activity change, negative = inhibition, most hits filed as inhibitors; 340,000 tested, under 10 active; active = well fitted inhibition curve with a large enough effect in the main read-out, with a control signal flat, not every such curve was filed as active; inconclusive = small, poorly fitted or top-dose-only effect, or effect the other way, or a change in a side signal; inactive = no such curve, though single readings can be large or run the other way; note: potency is the fitted concentration of half-maximal effect; % of control where 0% means no effect
Target sequence (Q99816 whole entry, looked up): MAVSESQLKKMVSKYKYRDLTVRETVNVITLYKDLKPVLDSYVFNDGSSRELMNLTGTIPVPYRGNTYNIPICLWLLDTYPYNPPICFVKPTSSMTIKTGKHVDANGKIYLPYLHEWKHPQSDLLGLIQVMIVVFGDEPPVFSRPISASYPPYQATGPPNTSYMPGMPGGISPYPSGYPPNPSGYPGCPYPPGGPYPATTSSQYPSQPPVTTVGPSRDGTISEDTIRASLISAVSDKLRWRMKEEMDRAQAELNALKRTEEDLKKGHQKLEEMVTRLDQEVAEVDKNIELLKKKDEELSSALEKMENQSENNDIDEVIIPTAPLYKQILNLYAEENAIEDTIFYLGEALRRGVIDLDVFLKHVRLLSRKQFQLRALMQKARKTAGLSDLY
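Steps: Tsg101 binding domain dispensed (10 uM final), compounds pinned in DMSO, FITC-labeled PTAP-motif peptide added (50 nM final); after 20 min binding at room temperature, polarization measured.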
B2AR arrestin – recruits beta-arrestin to the human beta2-adrenergic receptor; 0.02% of 330,000 active; beta-arrestin recruitment to beta2AR, cell-based reporter; P07550; Potency, µM (top dose mostly 46.1 µM), without a hit: at the top dose activation, usual class: activators;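 note: potency is the fitted concentration of half-maximal effect; 0% = DMSO controls and full agonism = EC100 isoproterenol or metaproterenol; nearly all actives have a fitted effect of over 65% in size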
Target sequence (P07550 whole entry, looked up): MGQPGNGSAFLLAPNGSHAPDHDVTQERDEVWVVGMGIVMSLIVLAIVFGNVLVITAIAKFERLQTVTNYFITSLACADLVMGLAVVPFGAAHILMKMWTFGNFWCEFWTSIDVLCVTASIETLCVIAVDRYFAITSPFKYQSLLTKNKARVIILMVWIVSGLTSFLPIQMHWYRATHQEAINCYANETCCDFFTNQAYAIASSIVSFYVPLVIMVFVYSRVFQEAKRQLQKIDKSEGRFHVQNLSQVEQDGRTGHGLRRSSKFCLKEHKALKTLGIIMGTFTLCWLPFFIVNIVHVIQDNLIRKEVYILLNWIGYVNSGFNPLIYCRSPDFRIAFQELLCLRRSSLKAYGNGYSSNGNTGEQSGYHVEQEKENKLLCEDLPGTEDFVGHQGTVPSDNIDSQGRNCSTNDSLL
MLL CXXC-DNA inh – blocks binding of human MLL CXXC domain to DNA | MLL-CXXC / FITC-HOXA9 DNA fluorescence polarization | Potency, µM (doses to about 115 µM), without a hit: top-dose activity change, negative = inhibition, most hits filed as inhibitors | 0.037% of 290,000 active | AID 2662; active = well fitted inhibition curve with a large enough effect in the polarisation, with a control signal flat, not every such curve was filed as active; inconclusive = small, poorly fitted or top-dose-only effect, or effect the other way, or a change in a side signal; inactive = no such curve, though single readings can be large or run the other way; the % refers to the polarisation; note: potency is the fitted concentration of half-maximal effect
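Steps: dispense CXXC domain solution (7 uM) → pin compounds or unlabeled HOX-A9 DNA control → 5 min ambient → add FLSN-HOX-A9 solution (50 nM) → spin → 30 min ambient → fluorescence polarization. Tris pH 7.5/NaCl/DTT/BSA buffer.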
BRCA1 expr act – activators of BRCA1 expression. MCF7-BRCA1-FFLuc reporter, luminescence, 48 h; response scale: scaled: vehicle 0%, 10 µM genistein 100%. Potency, µM (series often up to 46.1 µM), without a hit: at the top dose activation, usual class: activators. 1.1% of 380,000 active; note: potency is the fitted concentration of half-maximal effect; nearly all actives have a fitted effect of over 80% in size; some results filed as inactive show a strong effect at the top dose
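Activators of BRCA1 expression were detected as increased firefly luciferase luminescence in engineered MCF7 cells after 48 h compound incubation. Signals were scaled to genistein 10 microM as full activation.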
TRPV1 agonist – human TRPV1 agonism; Q8NER1; TRPV1-expressing cells, Fluo-8 calcium influx, agonist mode; activation, % at 8.33 µM; 0.19% of 320,000 active; in the data active = activation above about 80%; inconclusive = between about 30% and that limit; note: 0% is about no effect
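Fluo-8 calcium influx in TRPV1-expressing cells, kinetic read (ex 480/em 520 nm). Compound added and read 3 min for agonist activity, followed by capsaicin at EC20 final and 2 min further read for enhancement.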
AT treatment – candidate therapy for ataxia-telangiectasia; […] A-T fibroblasts, KAP-1 phosphorylation AlphaLISA; neocarzinostatin DNA damage 30 min before lysis; Potency, µM (top dose mostly 57.5 µM), without a hit: at the highest dose activation, hits mostly activators; 0.19% of 320,000 active; AID 485349; note: potency is the fitted concentration of half-maximal effect; % of control where 0% means no effect; nearly all actives have a fitted effect of over 45% in size
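ATM-like activity read as KAP-1 phosphorylation via AlphaLISA donor/acceptor antibody pairs after lysis and 6 hr at 25C. Cells were ATM-null patient fibroblasts ([…], hTERT), dosed 60 min, then exposed to the DSB inducer NCS for 30 min.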
ELG1 repair inh – ELG1-dependent DNA repair inhibition; HEK293T ELG1-luciferase reporter, luminescence, 16 h; DNA damage induced by 5-fluorouridine; Potency, µM (titrated, usually from 46.1 µM), without a hit: at the top dose activity change, negative = inhibition, actives largely listed as inhibitors; 2.3% of 330,000 active; note: potency is the fitted concentration of half-maximal effect; % is set by controls: 0 for no effect and ±100 for the full control effect; nearly all actives have a fitted effect of over 55% in size
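Cells (2,000 per well) received 5-fluorouridine plus test compound or DMSO and were incubated 16 hr at 37 °C, 5% CO2. Luciferase activity was read by luminescence 30 min after ONE-Glo addition; signal suppression marked inhibition of damage-induced ELG1 function.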
p53 reactivator – restores transcriptional activity of mutant p53; 0.063% of 320,000 active; Potency, µM (titrated, usually from 92.2 µM), for inactives: top-dose activity change, positive = activation, hits mostly activators; H1299 p53-A138V BP100-luciferase reporter, luminescence, 24 h; note: potency is the fitted concentration of half-maximal effect; % of control where 0% means no effect; nearly all actives have a fitted effect of over 45% in size
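p53-null H1299 cells stably carrying temperature-sensitive p53-A138V and a BP100-luciferase reporter were pinned with compounds (4-point, 1:5 series) and held 24 hrs at 37 deg C. Luminescence was read 10 min after detection reagent.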
TCR activator – T cell receptor activation; primary human leukocytes, anti-CD3, IL-2 HTRF, 48 h; 330,000 tested, under 10 active; Potency, µM (titrated, usually from 9.22 µM), for inactives: at the top dose activation of IL-2 secretion, most hits filed as activators; note: % of control where 0% means no effect
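HTRF read-out of IL-2 secretion: europium cryptate donor excited at 320nm, d2 acceptor emission at 665nm. Cells were primary human leukocytes incubated 48 hr with compounds and a-CD3 beads, supplying TCR signal only.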
* = called active by the depositor; & = joins results of further samples; [ ] = remark or other dose. Unless noted, calls come from the whole dose curve; as a rule, active = well fitted curve in the direction sought with a large enough effect; inconclusive = small, poorly fitted or top-dose-only effect, or another doubt; inactive = no such curve, though single readings can be large; an effect the other way counts as inactive or inconclusive.

For COc1ccc(C2Nc3ccccc3C(=O)N2NS(C)(=O)=O)c(OC)c1 (centres undefined) the results were a7 integrin act -6%, TSG101-PTAP inh -2%, B2AR arrestin -0.5%, MLL CXXC-DNA inh -3%, BRCA1 expr act -15%, TRPV1 agonist 1, AT treatment 14%, ELG1 repair inh 8%, p53 reactivator 9% and TCR activator -2%.
`CCCC(O)(CCN(C)C)c1ccc(OC)cc1` (centres undefined) gave a7 integrin act -6%, TSG101-PTAP inh -1%, B2AR arrestin -0.8%, MLL CXXC-DNA inh -3%, BRCA1 expr act -11%, TRPV1 agonist 0, AT treatment 3%, ELG1 repair inh 12%, p53 reactivator 1% and TCR activator 3%.
O=c1oc2ccccc2c(NCc2cccc(F)c2)c1[N+](=O)[O-] was read as a7 integrin act 21%, B2AR arrestin 4.1%, MLL CXXC-DNA inh -2%, BRCA1 expr act -28%, TRPV1 agonist 21, AT treatment 0%, ELG1 repair inh -15%, p53 reactivator 15% and TCR activator -6%[46.1 µM].
`COc1ccc(Cl)cc1NC(=O)COC(=O)c1cc(C)oc1C` gave a7 integrin act -4%, TSG101-PTAP inh -6%, B2AR arrestin -0.9%, BRCA1 expr act -4%, AT treatment 6%, ELG1 repair inh 7%, p53 reactivator -6% and TCR activator 0%.
For Cc1ccc(C(=O)NNS(=O)(=O)c2ccccc2[N+](=O)[O-])cc1 the results were a7 integrin act -26%, TSG101-PTAP inh -1%, B2AR arrestin 12%, MLL CXXC-DNA inh 5%, BRCA1 expr act 18%, TRPV1 agonist -3, ELG1 repair inh 5%, p53 reactivator 11% and TCR activator 2%[46.1 µM].
`CC(=O)Nc1cccc(C(=O)OCC(=O)c2ccccc2Cl)c1` gave a7 integrin act -20%, TSG101-PTAP inh -5%, B2AR arrestin 0.1%, MLL CXXC-DNA inh 7%, BRCA1 expr act inconclusive, TRPV1 agonist 8, AT treatment -2%, ELG1 repair inh inconclusive, p53 reactivator -1% and TCR activator 3%.
`O=C(Cc1c[nH]c2ccccc12)NC1(C(=O)NC2CCCC2)CCCCC1` gave a7 integrin act -7%, TSG101-PTAP inh -2%, B2AR arrestin -0.1%, MLL CXXC-DNA inh 4%, BRCA1 expr act -13%, TRPV1 agonist 2, AT treatment -3%, ELG1 repair inh -11%, p53 reactivator 8% and TCR activator 0%.
For CNC(=O)c1cc(Nc2nnc(-c3ccc(C)c(S(N)(=O)=O)c3)c3ccccc23)ccc1OC the results were a7 integrin act inconclusive, TSG101-PTAP inh 1%, B2AR arrestin 0.0%, MLL CXXC-DNA inh inconclusive, BRCA1 expr act -38%, TRPV1 agonist -8, AT treatment 1%, ELG1 repair inh 11%, p53 reactivator 0% and TCR activator -2%.
Screening Cc1ccccc1Cn1c2ccccc2c2cn[nH]c(=O)c21 returned a7 integrin act -35%, TSG101-PTAP inh -7%, B2AR arrestin -0.1%, MLL CXXC-DNA inh 14%, BRCA1 expr act -24%, TRPV1 agonist 14, AT treatment 3%, ELG1 repair inh 16%, p53 reactivator -16% and TCR activator 2%.
For O=C(Nc1ccccc1OC(=O)c1ccc(Cl)cc1)c1ccc(Cl)cc1 the results were a7 integrin act inconclusive, TSG101-PTAP inh 0%, B2AR arrestin -0.6%, MLL CXXC-DNA inh 88%[activator], BRCA1 expr act -15%, TRPV1 agonist 17, AT treatment -3%, ELG1 repair inh inconclusive, p53 reactivator inconclusive and TCR activator 13%[46.1 µM].
Screening Cc1ccc(N=CC2=C(O)CC(c3ccco3)CC2=O)cc1 (centres undefined) returned a7 integrin act -13%, TSG101-PTAP inh 0%, B2AR arrestin -0.1%, MLL CXXC-DNA inh -8%, BRCA1 expr act 1%, TRPV1 agonist 12, AT treatment 3%, ELG1 repair inh 4%, p53 reactivator -7% and TCR activator -3%.
`CCOc1ccccc1/C=C/C(=O)N1CCN(C(=O)c2ccco2)CC1` gave a7 integrin act -28%, TSG101-PTAP inh -3%, B2AR arrestin -0.3%, BRCA1 expr act 1%, AT treatment 18%, ELG1 repair inh -9%, p53 reactivator -9% and TCR activator 3%.
Screening CC1CCN(S(=O)(=O)c2ccc(C(=O)Nc3ncccc3O)cc2)CC1 returned a7 integrin act 31%, TSG101-PTAP inh 1%, B2AR arrestin -0.6%, MLL CXXC-DNA inh -3%, BRCA1 expr act -21%, TRPV1 agonist inconclusive, AT treatment 2%, ELG1 repair inh 13%, p53 reactivator 29% and TCR activator 4%.
O=C(c1ccccc1)c1ccc(C(=O)N2CCN(c3ccccc3)CC2)cc1 was read as a7 integrin act 17%, TSG101-PTAP inh 0%, B2AR arrestin -0.2%, MLL CXXC-DNA inh -3%, BRCA1 expr act -21%, TRPV1 agonist 15, AT treatment 3%, ELG1 repair inh -3%, p53 reactivator -7% and TCR activator -4%.
`Cc1cc(NC(=O)COC(=O)C(Cc2ccccc2)NC(=O)c2ccco2)no1` (centres undefined) gave a7 integrin act -23%, TSG101-PTAP inh -11%, B2AR arrestin 0.5%, MLL CXXC-DNA inh 5%, BRCA1 expr act -14%, TRPV1 agonist -1, AT treatment 6%, ELG1 repair inh 0%, p53 reactivator -4% and TCR activator -2%.
For CC(C)c1ccc(NC(=O)CNC(=O)Cn2ccc3ccccc3c2=O)cc1 the results were a7 integrin act 22%, TSG101-PTAP inh -5%, B2AR arrestin 0.5%, MLL CXXC-DNA inh 4%, BRCA1 expr act 17%&4%, TRPV1 agonist 5, AT treatment 0%, ELG1 repair inh 23%, p53 reactivator 0% and TCR activator -55%.
`CCC(=O)N/N=C/c1ccc(-c2ccc([N+](=O)[O-])cc2)o1` gave a7 integrin act -19%, TSG101-PTAP inh 8%, B2AR arrestin -1.1%, MLL CXXC-DNA inh 3%, BRCA1 expr act 13%, TRPV1 agonist 7, AT treatment -3%, ELG1 repair inh -4%, p53 reactivator 0% and TCR activator -2%.
Screening O=C(NC1CCCCC1)C(=S)NCc1ccccc1 returned a7 integrin act -36%, TSG101-PTAP inh 0%, B2AR arrestin -0.1%, MLL CXXC-DNA inh -26%, BRCA1 expr act 61%, TRPV1 agonist 18, AT treatment 9%, ELG1 repair inh inconclusive, p53 reactivator 13% and TCR activator -3%.
`COC(=O)CSc1nc2c(cnn2-c2ccc(F)cc2)c(=O)[nH]1` gave a7 integrin act -7%, TSG101-PTAP inh -2%, B2AR arrestin -0.2%, MLL CXXC-DNA inh -11%, BRCA1 expr act -4%, TRPV1 agonist 0, AT treatment -8%, ELG1 repair inh 3%, p53 reactivator 1% and TCR activator -4%.
For COc1cc(/C=C2/C(=N)N3C(=NC2=O)SN=C3S(=O)(=O)C(C)C)ccc1OS(=O)(=O)c1ccccc1 the results were B2AR arrestin -0.3%, MLL CXXC-DNA inh -16%, TRPV1 agonist -2, AT treatment -6%, ELG1 repair inh 16% and p53 reactivator 11%.
Screening COc1cc(NC(=O)CN2C(=O)NC(C)(c3ccc4ccccc4c3)C2=O)c(C)cc1[N+](=O)[O-] (centres undefined) returned a7 integrin act -26%, TSG101-PTAP inh -5%, B2AR arrestin 3.8%, MLL CXXC-DNA inh 11%, BRCA1 expr act -72%, TRPV1 agonist -3, AT treatment 4%, ELG1 repair inh inconclusive, p53 reactivator -13% and TCR activator 1%[46.1 µM].
`COc1cccc(CN(C)CC(=O)NNC(=O)c2ccc(Cl)cc2)c1` gave a7 integrin act 43%, TSG101-PTAP inh 2%, B2AR arrestin 7.6%, MLL CXXC-DNA inh -2%, BRCA1 expr act -7%, TRPV1 agonist 28, AT treatment -5%, ELG1 repair inh 3%, p53 reactivator -2% and TCR activator 0%[46.1 µM].
For Cc1noc(C)c1NC(=O)Nc1cccc2c1O[C@@H](CN(C)Cc1ccc3c(c1)OCO3)[C@@H](C)CN([C@H](C)CO)C2=O the results were a7 integrin act 9%, TSG101-PTAP inh -1%, B2AR arrestin 0.2%, BRCA1 expr act 0%, AT treatment -2%, ELG1 repair inh inconclusive, p53 reactivator 0% and TCR activator -6%.
O=C(NCC(=O)N1CCN(c2ccccc2)CC1)c1ccc(Cl)cc1 was read as a7 integrin act -7%, TSG101-PTAP inh -1%, B2AR arrestin -1.1%, MLL CXXC-DNA inh -3%, BRCA1 expr act 2%, TRPV1 agonist 2, AT treatment -6%, ELG1 repair inh -3%, p53 reactivator -2% and TCR activator -2%.
Cc1cc(C)n(-c2nc3ccccc3c(=O)n2OCC(=O)Nc2c(C)cccc2C)n1 was read as a7 integrin act 4%, TSG101-PTAP inh -10%, B2AR arrestin -0.9%, MLL CXXC-DNA inh -2%, BRCA1 expr act -5%, TRPV1 agonist 0, AT treatment -3%, ELG1 repair inh -10%, p53 reactivator 4% and TCR activator 6%.

Hits appear at their usual frequency (roughly 3.8% active in at least one column).
